BLM helicase inh – blocks DNA unwinding by human BLM helicase; P54132; recombinant BLM DNA unwinding, fluorescence dequenching; Potency, µM (titrated, usually from 56.1 µM), inactives show top-dose activity change, negative = inhibition, actives largely listed as inhibitors; actives 0.2% (n = 350,000);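 further: plate controls were vehicle for no effect and no enzyme for full effect; nearly all actives have a fitted effect of over 35% in size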
JMJD2A Tudor – blocks the human JMJD2A Tudor domain; AlphaScreen JMJD2A-Tudor / H3K4me3 peptide binding; O75164; actives 4.4% (n = 390,000); AID 504339; Potency, µM (titrated, usually from 114 µM), inactives show at the highest dose activity change, negative = inhibition, hits mostly inhibitors; further: on the % scale 0 is the no-effect control and ±100 the full control effect; nearly all actives have a fitted effect of over 50% in size
Pol iota inh – inhibitors of human DNA polymerase iota; AID 588590; actives 1% (n = 390,000); Potency, µM (series often up to 115 µM), without a hit: at the top dose activity, negative = inhibition, actives largely listed as inhibitors; Pol iota fluorescent replication assay, 10 min
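Pol iota at 10 nM preincubated 15 min with compounds at room temperature; reaction started with fluorescent substrate, 50 nM final. Fluorescence read kinetically at 0 and 10 min; buffer-only wells as negative control.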
POLH inh – DNA polymerase eta (human) inhibition | Q9Y253 | recombinant Pol eta, fluorescent DNA replication assay | Potency, µM (highest dose often 114 µM), for inactives: top-dose activity change, negative = inhibition, hits mostly inhibitors | actives 1.2% (n = 390,000); further: on the % scale 0 is the no-effect control and ±100 the full control effect
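Pol eta at 10 nM preincubated with compounds 15 min at room temperature; reaction started with fluorescent substrate (50 nM final) and read kinetically at 0 and 10 min.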
G9a inh – blocks human histone lysine methyltransferase G9a; Q96KQ7; G9a H3K9 monomethylation, AlphaScreen, 2 h; Potency, µM (doses to about 102 µM), for inactives: at the top dose activity, negative = inhibition, usual class: inhibitors; actives 8.8% (n = 350,000); AID 504332; further: on the % scale 0 is the no-effect control and ±100 the full control effect; nearly all actives have a fitted effect of over 75% in size
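Methyltransferase reactions run at room temperature for 2 h (20 nM enzyme, 500 nM biotin-H3K9 peptide, 20 uM SAM) after a 15 min compound preincubation; product detected by AlphaScreen beads and anti-H3K9me1 antibody.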
Pol kappa inh – DNA polymerase kappa (human) inhibition; actives 0.53% (n = 400,000); AID 588579; Potency, µM (highest dose often 107 µM), for inactives: top-dose activity, negative = inhibition, usual class: inhibitors; Q9UBT6; purified Pol kappa, fluorescent DNA synthesis assay, 10 min; further: on the % scale 0 is the no-effect control and ±100 the full control effect
Target sequence (Q9UBT6 whole entry, looked up): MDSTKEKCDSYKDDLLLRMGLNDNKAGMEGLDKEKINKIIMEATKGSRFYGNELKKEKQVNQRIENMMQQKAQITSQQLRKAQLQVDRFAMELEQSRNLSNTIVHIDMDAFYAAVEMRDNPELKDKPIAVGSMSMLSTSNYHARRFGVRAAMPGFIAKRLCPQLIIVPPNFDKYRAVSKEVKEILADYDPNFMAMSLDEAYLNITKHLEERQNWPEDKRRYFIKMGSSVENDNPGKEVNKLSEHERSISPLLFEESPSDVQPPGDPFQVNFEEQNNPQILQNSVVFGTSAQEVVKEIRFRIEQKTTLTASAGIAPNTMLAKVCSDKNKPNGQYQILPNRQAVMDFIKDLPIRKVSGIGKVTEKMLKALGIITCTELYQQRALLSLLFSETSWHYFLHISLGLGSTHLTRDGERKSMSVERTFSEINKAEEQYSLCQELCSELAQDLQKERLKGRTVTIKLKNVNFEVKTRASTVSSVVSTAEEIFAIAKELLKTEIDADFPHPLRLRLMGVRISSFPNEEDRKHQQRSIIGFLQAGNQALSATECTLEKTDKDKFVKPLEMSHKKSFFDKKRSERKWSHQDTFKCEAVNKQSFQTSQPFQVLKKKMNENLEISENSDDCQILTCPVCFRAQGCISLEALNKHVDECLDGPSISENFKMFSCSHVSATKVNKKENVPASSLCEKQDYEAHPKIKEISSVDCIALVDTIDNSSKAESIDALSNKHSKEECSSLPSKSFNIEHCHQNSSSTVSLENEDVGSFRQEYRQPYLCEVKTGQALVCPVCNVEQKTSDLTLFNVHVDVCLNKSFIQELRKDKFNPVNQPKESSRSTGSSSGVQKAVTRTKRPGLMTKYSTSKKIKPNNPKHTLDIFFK
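Kinetic fluorescence readout at 0 and 10 min followed reaction start with substrate at 50 nM final. Beforehand, enzyme (10 nM Pol kappa) stood 15 min with compound at room temperature; buffer-only wells were negative controls.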
POLB inh – DNA polymerase beta (human) inhibition | Pol beta primer extension/strand displacement, fluorescence kinetic | AID 485314 | actives 1.3% (n = 340,000) | Potency, µM (doses to about 114 µM), without a hit: at the highest dose activity change, negative = inhibition, actives largely listed as inhibitors; further: on the % scale 0 is the no-effect control and ±100 the full control effect
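Curves were derived by four-parameter Hill fits of normalized qHTS data. The kinetic fluorescent primer-extension read was taken at 0 and 10 min after 50 nM substrate, following a 15 min room-temperature preincubation of 10 nM enzyme with compounds.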
BAZ2B block – inhibitors of human BAZ2B bromodomain; Q9UIF8; AlphaScreen BAZ2B-H3K14Ac peptide displacement; Potency, µM (highest dose often 114 µM), inactives show at the highest dose activity change, negative = inhibition, usual class: inhibitors; actives 4.4% (n = 360,000); further: on the % scale 0 is the no-effect control and ±100 the full control effect; nearly all actives have a fitted effect of over 60% in size
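Complex of BAZ2B and biotin-H3K14Ac (50 nM apiece) forms over 30 min at RT, then faces library compounds up to 110 uM for another 30 min; AlphaScreen beads added, 20 min dark incubation, luminescence read.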
APE1 inh – APE1 (human) endonuclease inhibition | actives 0.35% (n = 350,000) | Potency, µM (top dose mostly 65.8 µM), without a hit: at the top dose activity change, negative = inhibition, actives largely listed as inhibitors | recombinant APE1, TAMRA/BHQ-2 abasic DNA cleavage fluorescence;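 further: plate controls were vehicle for no effect and reference inhibitor for full effect; nearly all actives have a fitted effect of over 55% in size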
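Step 1: APE1 (0.75 nM) with compound, 15 min RT. Step 2: add 50 nM fluorophore/quencher THF duplex. Step 3: three fluorescence reads 60 s apart (525/598 nm); read 3 minus read 1 = reaction progress.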
* hit, by the source's call; ? = inconclusive; nt = not tested or not shown; & = joins results of further samples; [ ] = dose if it differs, or a comment. The call rests on the fitted dose curve; in most records, active means well fitted curve in the direction sought with a large enough effect; inconclusive means small, poorly fitted or top-dose-only effect, or another doubt; inactive means no such curve, though single readings can be large; an effect the other way counts as inactive or inconclusive. Potency means the concentration at half of the fitted maximal effect.

Results follow in this order: BLM helicase inh, JMJD2A Tudor, Pol iota inh, POLH inh, G9a inh, Pol kappa inh, POLB inh, BAZ2B block, APE1 inh
- CC1CC(C)CN(C(=O)C(Cc2ccccc2)NC(=O)c2ccccc2)C1 (stereo not given)
 : nt, -11%, 14%, -4%, 16%, -14%, nt, 3%, -1%
- CCN(CC)CCNC(=O)C(=O)Nc1c2c(nn1-c1ccc(F)cc1)CSC2
 : 3%, -9%, 33%[activator], -5%, -37%[59 µM], -8%[60.1 µM], 11%, -5%, nt
- O=C(NC1CC1)C1CCN(c2ncccn2)CC1
 : -4%, -6%, 16%, 7%, 21%, -3%, 30%, -1%, 0%
- CN(Cc1ccco1)C(=O)C1CCC(=O)N1Cc1ccc(F)cc1 (stereo not given)
 : -1%, -4%, 9%, 0%, nt, -1%, 25%, 1%, -5%
- COc1cccc(-c2nnc(NC(=O)c3ccc(S(=O)(=O)N4CC(C)OC(C)C4)cc3)o2)c1 (stereo not given)
 : -8%, -20%, -4%, 3%, -9%, -12%, -10%, -37%, 1%
- O=C(O)c1ccccc1NCc1ccsc1
 : -1%, -4%, 14%, -3%, -26%, 2%, -13%, -18%, 48%[activator]
- CCOC(=O)C1(Cc2cccc(F)c2)CCN(C2CCOCC2)CC1
 : -4%, -13%, 8%, -4%, 5%, -1%, 21%, 0%, -4%
- CCOC(=O)c1c(Nc2ccc(F)cc2)nnc(-c2ccccc2)c1-c1ccccc1
 : -11%, ?, 22%, -27%, ?, -3%, 3%, -32%, nt
- O=C(COC(=O)c1ccccc1SCC(=O)N1CCCC1)Nc1ccc(OC(F)F)cc1
 : nt, -15%, 16%, -17%, ?, -6%, nt, -20%, 44%
- CCN1CCN(CCC(=O)Nc2ccccc2)CC1
 : 1%, -8%, 3%, 0%, nt, -6%, 47%, 7%, -9%
- CCOC(=O)c1ccccc1NC(=O)C1CCCO1 (stereo not given)
 : 0%, 6%, 12%, 8%, 47%, 2%, 2%, -19%, 35%
- CCN(Cc1nc(-c2ccc(OC)c(OC)c2)no1)S(=O)(=O)c1ccc(OC)cc1
 : -10%, -11%, 0%, nt, 0%[59 µM], -6%, -11%, 3%, nt
- CCCCC(=O)Nc1ccc(C(=O)Nc2ccc(S(=O)(=O)Nc3ccc(C)cc3)cc2)cc1
 : -5%, -12%, 24%, -11%, ?, -3%, 2%, 4%, -3%
- Cc1ccc(-c2ccc(=O)n(Cc3cc(C)ccc3C)n2)cc1
 : -11%&-3%, -23%&-5%, -25%&8%, ?, -7%, 1%&1%, 6%&2%, 24%&-2%, 17%
- CCN(C(=O)c1c(-c2ccccc2Cl)noc1C)C1CCCCC1
 : 0%, -3%, 109%[activator], -2%, -23%, -3%, 13%, 4%, 11%
- CS(=O)(=O)N(CCc1ccccc1)CC(=O)N1CCN(c2ccc(F)cc2)CC1
 : -10%, -8%[11.4 µM], 2%, 6%, 18%[59 µM], -10%, 21%, 4%, -2%
- Clc1ccc(-c2cn3nc4c(nc3n2)CCCC4)cc1
 : -5%, -1%, 45%[activator], -9%, ?, -14%, 0%, -37%, -3%
- CCCCSc1nc(C)c(CC(=O)OC)c(=O)[nH]1
 : 1%, -6%, ?, -5%, -15%[59 µM], -8%, -3%, 8%, -2%
- COc1ccccc1NS(=O)(=O)c1cccc(C(=O)N(C)Cc2cccs2)c1
 : -2%, -11%, 26%, 0%, 11%, 0%, 7%, -14%, -6%
- COC(=O)c1cc2oc3ccccc3c2n1Cc1nc(-c2ccc(OC)cc2)oc1C
 : -5%, -16%, -12%, 2%, -10%[59 µM], 3%, 28%, -1%, nt
- CS(=O)(=O)c1cnc2c(-c3ccc(F)cc3)cnn2c1N
 : 1%, -28%, 28%, -19%, -37%, -7%, -1%, -31%, -6%
- COc1ccccc1NC(=O)c1nn(C)c2c1CS(=O)(=O)c1ccccc1-2
 : 0%, 7%, 8%, -15%, 1%[59 µM], -7%, -4%, -2%, nt
- Cc1ccc(S(=O)(=O)N(C)C)cc1NC(=O)COC(=O)/C(=C/c1ccc(F)cc1)c1cccs1
 : -11%, -21%, 92%[activator], -20%, ?, -8%, -5%, -24%, ?
- COc1ccc(CC(=O)NNC2=Nc3cccc4cccc2c34)cc1
 : 0%, -10%, 4%, 6%, 17%, -14%, -11%, 0%, -1%
- COc1cccc(C2CC(c3ccccc3Cl)n3ncnc3N2)c1 (stereo not given)
 : 6%, -32%, 2%, 2%, -1%[59 µM], -2%, 9%, 11%, 2%
- Cc1[nH]n(-c2ccccc2)c(=O)c1/C=N/c1nn[nH]n1
 : -2%, -10%[11.4 µM], -5%, -1%, 50µM*, -5%, 8%, ?, 2%
- O=C(Nc1cccc(OCC(=O)N2CCOCC2)c1)c1ccc(C(F)(F)F)cc1
 : 0%, -2%, -8%, -15%, 20%, 5%, -1%, 3%, 43%[activator]
- CN1CCN(c2nc3nonc3nc2N2CCN(C)CC2)CC1
 : 2%, -9%, 10%, -11%, -37%, 6%, 16%, -1%, ?
- Cc1ccc(S(=O)(=O)N2CCOCC2)cc1NC(=O)COC(=O)COc1cccc2c1OC(C)(C)C2
 : nt, -17%, 59%[activator], -15%, -37%, -1%, nt, 9%, -7%
- CN(CC(=O)Nc1ccccc1Cl)C(=O)COC(=O)c1ccc(Cl)nc1
 : nt, -22%, -27%, ?, -30%, -22%, nt, ?, -14%
- O=C(CSc1nc2c(c(=O)[nH]1)CCC2)Nc1cccc(O)c1
 : -3%, -9%, 9%, nt, -37%[59 µM], -4%, 1%, -20%, nt
- COc1cc(C2=NOC(C(=O)N3CCN(c4ccc(F)cc4)CC3)C2)cc(OC)c1OC (stereo not given)
 : -9%, -21%, -4%[58.9 µM], -11%, ?, -20%, 0%, ?, ?
- CCc1ccccc1N(C(=O)CNC(=O)c1ccco1)C(C(=O)NC1CCCC1)c1cccnc1 (stereo not given)
 : -2%, -8%, 13%, -7%, 15%, -8%, -15%, ?, 19%
- Cc1ccc(-c2nnn(CC(=O)N(c3ccc4c(c3)OCCO4)C(C(=O)NCC3CCCO3)c3ccc(F)cc3)n2)o1 (stereo not given)
 : -3%, -18%, 94%[activator], -1%, -6%, -8%, -2%, -9%, 2%
- COc1ccc(C=C2c3ccccc3C(=O)c3ccccc32)c(OC)c1
 : -8%, nt, nt, nt, 28µM*, nt, -1%, 13µM*, -3%
- c1ccc(-c2noc(C3CCCCC3)n2)nc1
 : -6%, -3%, 23%, 2%, -24%, -6%, -3%, -3%, 0%
- O=C(O)C[C@@H]1C(=O)O[C@@H]2C(COC(=O)c3cc(O)c(O)c(O)c3)O[C@@H](OC(=O)c3cc(O)c(O)c(O)c3)[C@@H](OC(=O)c3cc(O)c(O)c4c3[C@H]1[C@H](O)C(=O)O4)[C@H]2OC(=O)c1cc(O)c(O)c(O)c1 (stereo not given in full)
 : 0.1µM*, nt, nt, nt, nt, nt, 0.18µM*, 0.71µM*, 0.0089µM*
- COC(=O)c1ccc(NC(=O)CN(C)S(=O)(=O)c2ccc(Br)s2)cc1
 : -9%, -12%, -15%, -7%, -4%[59 µM], -3%, 6%, 4%, nt
- CC(C)CC(NS(=O)(=O)c1ccc2c(c1)oc(=O)n2C)C(=O)NCc1ccccc1Cl (stereo not given)
 : -6%, -16%, -6%, -8%, -21%[59 µM], -1%, 22%, -14%, nt
- CCc1cc(CNC(=O)C2CCC(=O)N(CCc3cccc(F)c3)C2)on1 (stereo not given)
 : 1%, -22%, 2%, -9%, -6%, -8%, 4%, -7%, 9%
- COCCN1C(=O)C(=O)/C(=C(/O)c2ccc(S(=O)(=O)N3CCOCC3)cc2)C1c1cccc(OC)c1 (stereo not given)
 : -2%, -15%, -3%, 2%, 71µM*, -4%, 55%, -4%[57.1 µM], -1%
- O=C(O)c1cnn2c(C(F)F)cc(C(F)F)nc12
 : 2%, -21%, -4%, 11%, 21%[59 µM], -8%, 6%, -1%, 7%
- COC(=O)c1ccccc1NC(=O)CN1CCC(n2nnc3cc(C)ccc32)CC1
 : -7%, nt, nt, nt, ?, nt, 7%, nt, 14%
- Cc1ccc(S(=O)(=O)C(C#N)c2nc3ccccc3nc2N2CC(C)OC(C)C2)cc1C (stereo not given)
 : -1%, ?, ?, -5%, 40µM*, -20%, 1%, ?, -1%
- CCCc1cc(=O)oc2cc(OCc3ccc(C(=O)O)cc3)ccc12
 : -19%, -7%, 87%[activator], -9%, -19%, -16%, 5%, -22%, 63%[activator]
- COc1ccc(CCNc2cc(N3CCN(C(=O)c4ccccc4OC)CC3)ccc2[N+](=O)[O-])cc1OC
 : nt, ?, 15%, -4%, nt, 2%, nt, nt, nt
- Cc1cc(C)n2nc(C(=O)OCC(=O)Nc3ccc4c(c3)OCCO4)nc2n1
 : nt, -11%, -6%, 1%, 14%[12.7 µM], -11%, nt, 6%, -2%
- CCOC(=O)N1CCN(C(=O)C2c3cc(OC)c(OC)cc3C(=O)N3CCc4ccccc4C23)CC1 (stereo not given)
 : -1%, 4%, 5%, -3%, -5%[12.7 µM], -5%, 0%, -1%, 0%
- COc1ccc(S(=O)(=O)Nc2ccncc2)c(C)c1C
 : -1%, 11%, 111%[activator], -19%, 9%, -8%, 21%, -6%, 7%
- CCc1cccc(NC(=O)CCc2nc(-c3cccs3)no2)c1
 : -10%, 11%, ?, -8%, 15%[59 µM], -9%, 3%, 22%, -3%
- O=C(NCc1ccccc1)[C@]1(C(F)(F)F)C[C@H](CCCO)CCCO1
 : 6%, -8%, -16%, nt, nt, 3%, nt, nt, -4%
- O=C(NCC1CCCO1)c1cccc(S(=O)(=O)N2CCOCC2)c1 (stereo not given)
 : -1%, -11%, 16%, -1%, 5%, -5%, 9%, -12%, 21%

G9a inh, hit marks shown above
smiles	BLM helicase inh	JMJD2A Tudor	Pol iota inh	POLH inh	G9a inh	Pol kappa inh	BAZ2B block	APE1 inh
Cc1[nH]n(-c2ccccc2)c(=O)c1/C=N/c1nn[nH]n1	-2%	-10%[11.4 µM]	-5%	-1%	50µM*	-5%	?	2%
COc1ccc(C=C2c3ccccc3C(=O)c3ccccc32)c(OC)c1	-8%	nt	nt	nt	28µM*	nt	13µM*	-3%
COCCN1C(=O)C(=O)/C(=C(/O)c2ccc(S(=O)(=O)N3CCOCC3)cc2)C1c1cccc(OC)c1 (stereo not given)	-2%	-15%	-3%	2%	71µM*	-4%	-4%[57.1 µM]	-1%
Cc1ccc(S(=O)(=O)C(C#N)c2nc3ccccc3nc2N2CC(C)OC(C)C2)cc1C (stereo not given)	-1%	?	?	-5%	40µM*	-20%	?	-1%

Assay outcomes deposited in PubChem by National Center for Advancing Translational Sciences (NCATS).

Not all compounds are listed; rates above refer to the full screens.
